# Source: PubChem (National Center for Advancing Translational Sciences (NCATS))
# D1 antagonist: human D1 dopamine receptor antagonism. HEK293 TREx D1 cells, calcium flux, dopamine EC80; active compounds read low. activity change, negative = inhibition, % at 10 µM. 3.2% of 360,000 active. AID 504652; in the data active = activity change below about -30%; note: % is set by controls: 0 for no effect and ±100 for the full control effect
# Target sequence (P21728 whole entry, looked up): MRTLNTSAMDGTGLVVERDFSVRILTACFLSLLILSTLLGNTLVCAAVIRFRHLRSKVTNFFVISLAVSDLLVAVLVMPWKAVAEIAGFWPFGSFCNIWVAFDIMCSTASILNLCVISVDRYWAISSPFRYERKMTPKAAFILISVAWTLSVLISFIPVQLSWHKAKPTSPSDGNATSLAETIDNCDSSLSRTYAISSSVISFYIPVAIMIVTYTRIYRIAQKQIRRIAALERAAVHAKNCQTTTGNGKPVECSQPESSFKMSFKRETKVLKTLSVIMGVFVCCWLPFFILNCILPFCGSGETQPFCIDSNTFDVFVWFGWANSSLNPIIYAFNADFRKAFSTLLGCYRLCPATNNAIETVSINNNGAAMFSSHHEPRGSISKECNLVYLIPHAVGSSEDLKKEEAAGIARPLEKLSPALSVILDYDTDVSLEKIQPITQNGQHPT
#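 After overnight tetracycline induction at 30 C, force-coupled D1 HEK293 cells took up a no-wash calcium dye at room temperature. Compounds were added and monitored 180 s, and the response to EC80 dopamine was then recorded.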
# TRHR PAM: allosterically enhances the human TRH receptor | AID 493056 | enhancement, % at 2 µM | P34981 | 0.66% of 360,000 active | TRHR cells, fluo-8 calcium fluorescence, EC20 TRH enhancement; in the data active = enhancement above about 30%; note: 0% is about no effect
#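 Enhancer read-out: after compound pinning and an initial kinetic agonist-mode read, an EC20 of TRH (10 nM final) was injected and fluo-8 calcium signal (Ex 480/Em 530) followed at 1 s/cycle for 100 cycles in TRHR-expressing cells.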
# D1 ag: activates the human D1 dopamine receptor. P21728. HEK293 T-REx D1 cells, calcium flux, agonist mode. activation, % at 2 µM. 1% of 360,000 active; in the data active = activation above about 30%; note: 0% is about no effect
#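 Inducible HEK293 T-REx D1 cells, force-coupled to calcium signalling, were plated at 4000 cells/well with tetracycline and held overnight at 30 C. After no-wash calcium dye loading, compound-evoked calcium rise over 180 s flagged agonists.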
# D1 PAM: potentiators of human D1 dopamine receptor. P21728. HEK293 TREx D1 cells, calcium flux, dopamine EC20 potentiation. potentiation, % at 10 µM. 0.036% of 360,000 active; in the data active = potentiation above about 30%; note: 0% is about no effect
# RXFP1 antag: antagonists of human relaxin receptor RXFP1. 0.59% of 350,000 active. AID 1259400. activity change, negative = inhibition, % at 57.5 µM. Q9HBX9. HEK293-RXFP1, relaxin-stimulated cAMP HTRF, 30 min; active compounds read low;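 active = activity change of -60% or lower, but not beyond a set lower limit; inconclusive = change between -60% and -40%, or beyond the set limit; inactive = change above -40%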; note: % is set by controls: 0 for no effect and ±100 for the full control effect
# Apoferritin bind: candidate novel general anesthetic via apoferritin binding. P02791. Potency, µM (highest dose often 77.5 µM), for the others: top-dose activity change, negative = displacement, most hits filed as inhibitors. AID 485281. apoferritin/1-aminoanthracene competitive binding, fluorescence. 0.074% of 350,000 active; note: potency is the fitted concentration of half-maximal effect; % is set by controls: 0 for no effect and ±100 for the full control effect; nearly all actives have a fitted effect of over 20% in size
# Target sequence (P02791 2-175 limits assumed): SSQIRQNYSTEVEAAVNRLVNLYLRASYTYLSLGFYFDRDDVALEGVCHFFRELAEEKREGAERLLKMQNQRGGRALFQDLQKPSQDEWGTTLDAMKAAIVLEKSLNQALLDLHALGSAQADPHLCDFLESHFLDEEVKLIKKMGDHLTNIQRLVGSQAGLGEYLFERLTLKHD
#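 Horse-spleen apoferritin (10 uM) was mixed with 50% saturated 1-aminoanthracene in PBS, exposed to compounds for 10 min at room temperature, and read for fluorescence (ex 380 nm, em 535 nm). Competitive displacement was fitted with a four-parameter Hill equation.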
# D2 PAM: D2 dopamine receptor (human) potentiation; HEK293 T-REx D2, calcium flux, EC20 dopamine potentiation; potentiation, % at 10 µM; 0.34% of 340,000 active; AID 485347;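 active = potentiation over 3 SD above the plate norm, cut at about 30% in these data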; note: 0% is about no effect
# Target sequence (P14416 whole entry, looked up): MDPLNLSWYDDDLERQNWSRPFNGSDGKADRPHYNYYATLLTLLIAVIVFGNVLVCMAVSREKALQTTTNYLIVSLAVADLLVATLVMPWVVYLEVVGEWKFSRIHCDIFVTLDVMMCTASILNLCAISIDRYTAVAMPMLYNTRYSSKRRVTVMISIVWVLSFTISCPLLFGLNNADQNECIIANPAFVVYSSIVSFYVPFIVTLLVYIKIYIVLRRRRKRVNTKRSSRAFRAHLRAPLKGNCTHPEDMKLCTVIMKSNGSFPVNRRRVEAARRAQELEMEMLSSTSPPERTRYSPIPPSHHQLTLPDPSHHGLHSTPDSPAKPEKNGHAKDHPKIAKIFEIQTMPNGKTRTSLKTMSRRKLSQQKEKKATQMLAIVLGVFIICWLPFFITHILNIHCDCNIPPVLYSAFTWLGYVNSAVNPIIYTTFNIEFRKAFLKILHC
#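 Primary screen. Calcium kinetics in induced HEK293 T-REx D2 cells: compound pre-addition 180 s, EC20 dopamine, 180 s more.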
# TRHR ag: activates the human TRH receptor. P34981. TRHR cells, calcium flux fluo-8, FDSS agonist mode. activation, % at 2 µM. 0.18% of 360,000 active; in the data active = activation above about 30%; note: 0% is about no effect
#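 TRHR-expressing cells loaded with fluo-8 calcium dye; 23 nL library compound pin-transferred, kinetic FDSS fluorescence (Ex 480/Em 530) recorded about 180 s for agonist-induced calcium release, before a 10 nM TRH EC20 addition for potentiator mode.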
# RXFP1 ag: agonists of human relaxin receptor RXFP1; HEK293T-RXFP1 cAMP TR-FRET, 30 min; response scale: percent of porcine relaxin response, buffer zero; Potency, µM (highest dose often 57.5 µM), without a hit: at the top dose activation, actives largely listed as activators; 0.3% of 370,000 active; AID 2676; note: potency is the fitted concentration of half-maximal effect; % is set by controls: 0 for no effect and ±100 for the full control effect; nearly all actives have a fitted effect of over 60% in size; many of its hits are not listed in these tables
#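 HEK293T cells stably expressing RXFP1 were pretreated with the PDE4 inhibitor Ro 20174, exposed to compounds for 30 min at 37C, lysed, and cAMP was read by TR-FRET. Data normalized to buffer (basal) and 29 nM porcine relaxin (100%).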
# * = called active by the depositor; u = inconclusive; x = no result given; & = joins results of further samples; [ ] = remark or other dose. Unless noted, calls come from the whole dose curve; as a rule, active = well fitted curve in the direction sought with a large enough effect; inconclusive = small, poorly fitted or top-dose-only effect, or another doubt; inactive = no such curve, though single readings can be large; an effect the other way counts as inactive or inconclusive.
# Sequence of screens – D1 antagonist, TRHR PAM, D1 ag, D1 PAM, RXFP1 antag, Apoferritin bind, D2 PAM, TRHR ag, RXFP1 ag
1: CCCC1CCC(c2ccc(C(=O)NN)cc2)CC1 (stereo not drawn)
    -4, 12, 0, 2, 8, -8%, 16, -0.1, 1.6%
2: CC1CCCCC1NC(=O)COCc1cc(-c2cccs2)on1 (stereo not drawn)
    2, 1, 11, -6, -13, u, -8, -1.9, 3.0%
3: CCO[C@@H]1OC(C(=O)NCc2nc3ccccc3[nH]2)=C[C@H](c2csc3ccccc23)[C@H]1CCCO
    16, 7, 2, 2, x, -12%, -2, 0.5, -0.3%
4: COc1ccc(C(C(=O)NC2CCCC2)N(CCC(C)C)C(=O)CCC(=O)Nc2cc(C)on2)cc1 (stereo not drawn)
    0, -4, 5, -1, -8, -19%, 3, 0.2, 1.2%
5: Cc1cc([N+](=O)[O-])nn1CC(=O)NCc1ccco1
    6, -5, 2, 10, 5, -9%, 10, -0.2, 0.1%
6: COC(=O)C1=C(NC(=O)c2ccc(C)cc2)CCS1
    7, 0, 1, -4, 20, -6%, -4, 0.3, -3.0%
7: O=C(O)CCNc1nc(-c2ccccc2)nc2ccccc12
    28, 7, 2, -4, -9, -6%, -3, 0.0, 2.5%
8: Cc1ccc(C(=O)N2CCC(C(=O)c3ccc(Cl)cc3)CC2)cc1
    -44*, -8, 6, -7, 2, -9%, -1, -0.1, -2.3%
9: COc1ccccc1NC(=O)N1CCC(c2nc3ccccc3o2)CC1
    -3, 0, 4, 0, 6, -10%, 1, 0.0, 0.0%
10: CC1=NN(C(=O)c2ccc(C)o2)C(O)(c2ccccc2)C1 (stereo not drawn)
    8, 1, 0, 2, 6, -8%, -5, -0.2, 1.8%
11: O=C(NCc1ccccc1)[C@H]1C[C@@H]1[C@H](NP(=O)(c1ccccc1)c1ccccc1)c1ccccc1
    7, 8, -3, 3, x, -20%&-9%, 12, -0.4, -6.1%
12: COc1ccc(CNC(=O)CS(=O)(=O)Cc2nc(-c3cccc(OC)c3)oc2C)cc1
    11, -7, 8, 1, 3, -9%, x, -0.5, 5.6%
13: COc1ccc(-n2cc(-c3ccccc3)c3c(NCCc4ccc(OC)c(OC)c4)ncnc32)cc1
    -2, -6, 1, -1, 10, 198%[activator], x, 0.9, 3.1%
14: CC(=O)Nc1ccc(NC(=O)C(=O)c2cn(CC(=O)N3CCCCC3)c3ccccc23)cc1
    12, -2, -2, -3, -18, -23%, 4, 0.0, 3.6%
15: COc1ccc(CNC(=O)CCc2c(C)nn(-c3ccc(N4CCOCC4)nn3)c2C)c(OC)c1
    10, 3, 1, -4, x, -6%, -12, 0.3, 0.5%
16: COc1ccccc1/C=C1\S/C(=N/NC(=O)c2cccc(Br)c2)NC1=O
    -28, 1, 2, -3, -13, -5%, -2, 1.1, -0.5%
17: Cc1cc(NC(=O)C2CCC(CNS(=O)(=O)c3ccc(Br)s3)CC2)ccc1Br (stereo not drawn)
    -7, 3, 10, 2, 2, 7%, 0, 1.2, 0.4%
18: Cc1ccc(NC(=O)c2noc3c2CCCCC3)cc1C
    -7, -1, 6, -2, 0, -5%, -1, -0.2, 0.8%
19: COc1ccc(NC(=O)Nc2nnc(-c3ccccc3F)s2)cc1
    -16, 1, 2, 8, -8, -5%, 0, 1.8, -1.0%
20: Cc1c(Cl)cccc1Nc1nn2c(=O)c3ccc(C(=O)NCCC4=CCCCC4)cc3nc2s1
    2, -4, -1, 2, -2, -7%, 4, 0.5, 8.9%
21: Cc1cc2n(n1)SC(Nc1ccc(F)c(Cl)c1)N2 (stereo not drawn)
    -14, -4, 4, -5, 37, -6%, 21, 0.4, 3.4%
22: CCN(c1ccccc1)S(=O)(=O)c1ccc(Cl)c(C(=O)N2CCCC2)c1
    4, -2, 0, -7, 3, x, 3, -0.4, -0.3%
23: COc1cccc(/C=C/c2nc(C#N)c(NCCc3ccccc3)o2)c1
    -4, -2, 0, 3, -12, 500%[activator], -3, -1.4, 16%
24: CC(C)Cn1c2c(c(O)c(C(=O)Nn3c(Cc4ccccc4)nc4ccccc4c3=O)c1=O)CCCC2
    10, -7, 1, 2, 3, 0%, 5, 0.2, 2.0%
25: CC(C)c1ccc(OCC(=O)NCc2ccccc2)cc1
    -12, -9, -1, -1, -12, -15%, 2, 0.3, 2.4%
26: COc1ccc(OC)c(S(=O)(=O)N2CCC(C(=O)NCCC3=CCCCC3)CC2)c1
    -10, -4, 0, -4, -9, -11%, -10, -0.3, 2.6%
27: CN1CCN(c2ccc(NC(=O)c3cccc(S(=O)(=O)N4CCCC4)c3)cc2)CC1
    -34*, 1, -1, -12, 5, x, -5, -0.1, -1.3%
28: CC1CCCN(C(=O)CSc2c3c(nc4cc(Cl)ccc24)CCCC3)C1 (stereo not drawn)
    -20, 2, 19, -4, -18, u, 2, -2.5, 15%
29: CC(C)CCNc1nc(N)c([N+](=O)[O-])c(NCC2CCCO2)n1 (stereo not drawn)
    6, 10, -2, 11, -9, -4%, 2, -0.2, 0.1%
30: O=C(c1ccc(NS(=O)(=O)c2ccc3[nH]c(=O)[nH]c3c2)cc1)N1CCN(c2ccccc2)CC1
    -10, -2, 0, 4, -2, x, -5, 0.0, -0.1%

# Laid out differently: 14 of the compounds above
item | Molecule | D1 antagonist | TRHR PAM | D1 ag | D1 PAM | RXFP1 antag | Apoferritin bind | D2 PAM | TRHR ag | RXFP1 ag
17 | Cc1cc(NC(=O)C2CCC(CNS(=O)(=O)c3ccc(Br)s3)CC2)ccc1Br (stereo not drawn) | -7 | 3 | 10 | 2 | 2 | 7% | 0 | 1.2 | 0.4%
18 | Cc1ccc(NC(=O)c2noc3c2CCCCC3)cc1C | -7 | -1 | 6 | -2 | 0 | -5% | -1 | -0.2 | 0.8%
19 | COc1ccc(NC(=O)Nc2nnc(-c3ccccc3F)s2)cc1 | -16 | 1 | 2 | 8 | -8 | -5% | 0 | 1.8 | -1.0%
20 | Cc1c(Cl)cccc1Nc1nn2c(=O)c3ccc(C(=O)NCCC4=CCCCC4)cc3nc2s1 | 2 | -4 | -1 | 2 | -2 | -7% | 4 | 0.5 | 8.9%
21 | Cc1cc2n(n1)SC(Nc1ccc(F)c(Cl)c1)N2 (stereo not drawn) | -14 | -4 | 4 | -5 | 37 | -6% | 21 | 0.4 | 3.4%
22 | CCN(c1ccccc1)S(=O)(=O)c1ccc(Cl)c(C(=O)N2CCCC2)c1 | 4 | -2 | 0 | -7 | 3 | x | 3 | -0.4 | -0.3%
23 | COc1cccc(/C=C/c2nc(C#N)c(NCCc3ccccc3)o2)c1 | -4 | -2 | 0 | 3 | -12 | 500%[activator] | -3 | -1.4 | 16%
24 | CC(C)Cn1c2c(c(O)c(C(=O)Nn3c(Cc4ccccc4)nc4ccccc4c3=O)c1=O)CCCC2 | 10 | -7 | 1 | 2 | 3 | 0% | 5 | 0.2 | 2.0%
25 | CC(C)c1ccc(OCC(=O)NCc2ccccc2)cc1 | -12 | -9 | -1 | -1 | -12 | -15% | 2 | 0.3 | 2.4%
26 | COc1ccc(OC)c(S(=O)(=O)N2CCC(C(=O)NCCC3=CCCCC3)CC2)c1 | -10 | -4 | 0 | -4 | -9 | -11% | -10 | -0.3 | 2.6%
27 | CN1CCN(c2ccc(NC(=O)c3cccc(S(=O)(=O)N4CCCC4)c3)cc2)CC1 | -34* | 1 | -1 | -12 | 5 | x | -5 | -0.1 | -1.3%
28 | CC1CCCN(C(=O)CSc2c3c(nc4cc(Cl)ccc24)CCCC3)C1 (stereo not drawn) | -20 | 2 | 19 | -4 | -18 | u | 2 | -2.5 | 15%
29 | CC(C)CCNc1nc(N)c([N+](=O)[O-])c(NCC2CCCO2)n1 (stereo not drawn) | 6 | 10 | -2 | 11 | -9 | -4% | 2 | -0.2 | 0.1%
30 | O=C(c1ccc(NS(=O)(=O)c2ccc3[nH]c(=O)[nH]c3c2)cc1)N1CCN(c2ccccc2)CC1 | -10 | -2 | 0 | 4 | -2 | x | -5 | 0.0 | -0.1%

# Going on with the list.
(31) Cc1nn(-c2ccccc2)c(Cl)c1C(=O)Nc1ccc(N2CCOCC2)cc1
(32) N#C/C(=C(/O)COC(=O)CCC1CCCCC1)c1nc2ccccc2[nH]1
(33) CC(CCn1cccn1)NC(=O)CCc1nnc(CCc2ccccc2)o1 (stereo not drawn)
(34) Cc1cccc(N2CCN(C(=O)c3cc(=O)[nH]c4ccccc34)CC2)c1C
(35) CCn1cc(C(=O)NCCCN2CCCC(C)C2)c(=O)c2cc(S(=O)(=O)N3CCOCC3)ccc21 (stereo not drawn)
(36) CNC(=O)c1ccc(Nc2nnc(-c3ccc(C)c(S(=O)(=O)N(C)C)c3)c3ccccc23)cc1
(37) Cc1[nH]c2ccccc2c1C(=O)C(=O)NC1CC(=O)N(c2ccccc2)C1 (stereo not drawn)
(38) Cc1cnc(C(=O)OC(C)C(=O)Nc2ccc3c(c2)OCCO3)cn1 (stereo not drawn)
(39) CCOC(=O)C1CCN(c2ncnc3c2c(-c2ccccc2)cn3-c2ccc(Cl)cc2)CC1
(40) O=C(Cc1ccccc1)Nc1ccc(NC(=O)c2cccs2)c(Cl)c1
(41) N#Cc1cccc(C(=O)OCC(=O)N2CCCc3ccccc32)c1
(42) Cn1ccnc1SCC(=O)Nc1cc(S(=O)(=O)N2CCOCC2)ccc1Cl
assay / entry	31	32	33	34	35	36	37	38	39	40	41	42
D1 antagonist	-3	0	14	-19	1	-12	x	28	1	-13	-3	-13
TRHR PAM	5	4	2	15	4	6	-3	0	0	7	-2	1
D1 ag	2	0	1	0	0	-1	3	4	-2	6	2	2
D1 PAM	-4	-2	0	1	-5	0	1	0	-2	-5	-2	-7
RXFP1 antag	1	-12	-9	-2	1	x	-14	-10	9	-7	-3	-1
Apoferritin bind	-5%	-13%	-8%	-13%	-12%	43%[activator]	-1%	-7%	-6%	-6%	x	0%
D2 PAM	16	-2	-5	0	-15	-3	-4	-1	-4	x	x	-1
TRHR ag	0.0	1.5	-0.1	-0.1	-1.8	-0.9	0.0	-0.3	0.3	0.7	0.3	1.0
RXFP1 ag	1.0%	0.6%	0.7%	5.3%	0.8%	11%	0.0%	-0.6%	0.5%	-0.8%	0.5%	3.5%

# Some of the compounds tested (hit frequency here may not be typical).
